High-throughput results deposited in PubChem BioAssay by National Center for Advancing Translational Sciences (NCATS).
Tb PYK inh = qHTS of Trypanosoma Brucei Inhibitors. TbPYK enzyme, Kinase-Glo Plus ATP luminescence, 45 min. 0.12% of 410,000 active. Potency, µM (top dose mostly 76.8 µM), for inactives: at the highest dose activity, negative = inhibition, actives largely listed as inhibitors. pyruvate kinase (Trypanosoma brucei), Q57TT1. AID 624173, 2012; also: potency is read from the fitted curve at half-maximal effect; % is scaled to controls: 0 for no effect and ±100 for the full control effect; nearly all actives have a fitted effect of over 50% in size
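Luminescent Kinase-Glo Plus end-point after 45 min room-temperature reaction of T. brucei pyruvate kinase started with 130 uM ADP (final). Buffer TEA 50 mM pH 7.2 with KCl, MgCl2, BSA, Tween-20; titration-based qHTS with fitted concentration-effect curves.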
LmPK inhibitor = qHTS Assay for Inhibitors of Leishmania Mexicana Pyruvate Kinase (LmPK). Q27686. purified LmPK, Kinase-Glo ATP luminescence, 1 h. Potency, µM (series often up to 57.5 µM), for the others: top-dose activity change, negative = inhibition, most hits filed as inhibitors. 0.37% of 290,000 active. AID 1721, 2009; also: potency is read from the fitted curve at half-maximal effect; % is scaled to controls: 0 for no effect and ±100 for the full control effect
Target sequence (Q27686 whole entry, looked up): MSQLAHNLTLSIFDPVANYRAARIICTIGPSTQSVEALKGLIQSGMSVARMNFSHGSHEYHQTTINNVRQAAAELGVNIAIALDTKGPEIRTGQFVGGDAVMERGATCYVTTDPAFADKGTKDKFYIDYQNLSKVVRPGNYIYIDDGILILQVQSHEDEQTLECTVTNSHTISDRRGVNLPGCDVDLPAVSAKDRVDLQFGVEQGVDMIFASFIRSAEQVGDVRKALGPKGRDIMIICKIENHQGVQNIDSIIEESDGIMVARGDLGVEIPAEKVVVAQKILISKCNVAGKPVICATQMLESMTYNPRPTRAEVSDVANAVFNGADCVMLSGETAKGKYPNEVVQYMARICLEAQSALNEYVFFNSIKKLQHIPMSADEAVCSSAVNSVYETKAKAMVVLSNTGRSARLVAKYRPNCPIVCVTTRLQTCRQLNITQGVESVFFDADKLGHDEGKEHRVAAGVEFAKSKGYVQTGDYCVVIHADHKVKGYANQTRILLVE
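qHTS format; LmPK 0.1 nM; substrates PEP 0.5 mM and ADP 0.1 mM. One-hour room-temperature incubation, then coupled luciferase luminescence; 0.5 nM enzyme wells mark activation.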
Shiga toxin inh = A qHTS for Small Molecule Inhibitors of Shiga Toxin; inhibition, % at 38.7 µM; Vero cells, Shiga toxin protein synthesis inhibition reporter; 9.2% of 290,000 active; in the data active = inhibition mostly above about 28%, no sharp cut-off; inactive = mostly below about 43%; also: 0% is about no effect
AmpC no deterg = qHTS Inhibitors of AmpC Beta-Lactamase (assay without detergent); P00811; AmpC nitrocefin hydrolysis, absorbance 480 nm, 0.0001% Triton; Potency, µM (highest dose often 57.1 µM), inactives show at the highest dose activity change, negative = inhibition, actives largely listed as inhibitors; 0.52% of 330,000 active; AID 485341, 2010;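 also: potency is read from the fitted curve at half-maximal effect; plate controls were no compound for no effect and no enzyme for full effect; nearly all actives have a fitted effect of over 20% in size; some results filed as inactive show a strong effect at the top dose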
Target sequence (P00811 whole entry, looked up): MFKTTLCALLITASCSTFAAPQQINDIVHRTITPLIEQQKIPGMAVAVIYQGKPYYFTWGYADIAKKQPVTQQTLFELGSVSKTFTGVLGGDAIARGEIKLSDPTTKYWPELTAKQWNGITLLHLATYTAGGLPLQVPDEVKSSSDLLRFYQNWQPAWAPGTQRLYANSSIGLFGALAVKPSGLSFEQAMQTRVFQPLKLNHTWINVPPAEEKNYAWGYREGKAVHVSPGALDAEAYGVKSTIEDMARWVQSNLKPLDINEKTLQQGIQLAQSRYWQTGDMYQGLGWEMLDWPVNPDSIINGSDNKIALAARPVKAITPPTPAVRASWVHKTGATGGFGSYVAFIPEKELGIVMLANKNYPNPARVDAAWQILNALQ
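20 mM phosphate pH 7.0 + 0.01% (detergent screen) or 0.0001% Triton X-100; 5.3 nM AmpC reagent; cpd preinc 15 min RT; nitrocefin (800 uM stock) to start; A480 q20 s × 4 min; Activity was normalised to no-enzyme and no-compound control wells.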
Pf growth 48h = Primary qHTS for delayed death inhibitors of the malarial parasite plastid, 48 hour incubation; P. falciparum luciferase growth in erythrocytes, 48 h; Potency, µM (titrated, usually from 28.7 µM), without a hit: top-dose activity change, negative = inhibition, usual class: inhibitors; 5.9% of 310,000 active; also: potency is read from the fitted curve at half-maximal effect; % is scaled to controls: 0 for no effect and ±100 for the full control effect
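A one-generation exposure of luciferase-tagged malaria parasites in RPMI 1640/Albumax erythrocyte culture, 37 C and 5% CO2. Inhibition is inferred from decreased luminescence after adding detection reagent.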
CHX counter = Cycloheximide Counterscreen for Small Molecule Inhibitors of Shiga Toxin. cell reporter, cycloheximide protein synthesis inhibition counterscreen. max response, %. 12% of 300,000 active; in the data active = max response mostly above about 13%, no sharp cut-off; inactive = mostly below about 14%; also: read at 38.3 µM for the half of the compounds with a filed dose; 0% is about no effect
Pf growth 96h = Primary qHTS for delayed death inhibitors of the malarial parasite plastid, 96 hour incubation; 6.9% of 320,000 active; Potency, µM (top dose mostly 28.7 µM), for the others: top-dose activity change, negative = inhibition, most hits filed as inhibitors; P. falciparum luciferase reporter growth, 96 h; AID 504834, 2011; also: potency is read from the fitted curve at half-maximal effect; % is scaled to controls: 0 for no effect and ±100 for the full control effect
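Cell-based qHTS: luciferase-tagged P. falciparum in erythrocytes (2% hematocrit, 0.05% parasitemia final) incubated with compounds for 96 hours, 37 C, 5% CO2; luciferase detection reagent then added and luminescence measured.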
Starred values were filed as active, the others as inactive; u = inconclusive; x = no result given; & = joins results of further samples; [ ] = another dose, or the depositor's remark. Unless noted, calls follow the shape of the dose curve; as a rule, active = well fitted curve in the direction sought with a large enough effect; inconclusive = small, poorly fitted or top-dose-only effect, or another doubt; inactive = no such curve, though single readings can be large; an effect the other way counts as inactive or inconclusive.

Values run as follows: Tb PYK inh	LmPK inhibitor	Shiga toxin inh	AmpC no deterg	Pf growth 48h	CHX counter	Pf growth 96h
> Cc1ccccc1CSc1nsc(N)n1
  5%	-1%	26	-29%	3%	13	6%
> CC(C)n1cnc2c(oc3ccccc32)c1=O
  11%	-3%	67*	-15%	64%[activator]	32*	21%
> CC1(C)NC(=O)N(CC(O)COc2ccc(-c3ccccc3)cc2)C1=O (stereo not drawn)
  -8%	-1%	11	22%	16%	5	25%
> CCOc1ccc(NC(=O)NCCCSC2CCCCC2)cc1
  -4%	4%	-8	-15%	-6%	-3	u
> Cc1cccc2sc(NC(=O)CCn3cccc3)nc12
  3%	-1%[11.5 µM]	28	-27%	9%	9	14%
> CCOC(=O)c1cnc(-n2nc(C)cc2C)nc1N1CCOCC1
  -1%	-2%	-8	7%	14%	-1	u
> CCOC(=O)N1CCN(c2cc(N(C)CCO)c([N+](=O)[O-])c3nonc23)CC1
  3%	2%	-10	-17%	-14%	-1	-17%
> COc1ccc(-c2[nH]ncc2CN2CCN(c3ccccn3)CC2)c(OC)c1
  6%	-6%	-1	-21%	10%	-2	-9%
> S=c1nc(-c2ccccc2)c(-c2ccccc2)n[nH]1
  -13%	5%	-13	-17%	46%[activator]	-5	66%[activator]
> CC(=O)c1ccc(NC(=O)Nc2ccc(Br)cc2C)cc1
  2%	-5%	22	-24%	4%	-5	0%
> CCn1c(SCc2ccc(Cl)c(Cl)c2)nnc1C(C)NC(=O)c1ccc(OC)cc1 (stereo not drawn)
  -1%	2%	-15	1%	-10%	1	u
> O=C(NCCc1ccccc1)c1ccc2nc3cc(Cl)ccc3c(=O)n2c1
  -5%	-2%	23	-7%	15%	5	4%
> N#Cc1ccccc1Sc1ccccc1C(=O)OCc1nnc(-c2ccccc2)o1
  1%	0%	4	3%	-1%	3	u
> CCOC(=O)[C@H]1[C@H]2COc3ccc(C)cc3[C@@H]2N2C(=O)c3cc(F)ccc3NC(=O)[C@@]12C
  1%	x	x	-25%	u	x	u
> COc1ccc(C(=O)N2CCN(c3ccc(NC(=O)c4cccnc4)cc3)CC2)cc1
  10%	4%	13	35%	-9%	-3	-16%
> O=C(NC(=S)N1CCCc2ccccc21)c1ccc(Br)cc1
  -21%	8%	32	-25%	-2%	22*	u
> COc1cccc(NC(=O)C(=O)NCCc2ccc(F)cc2)c1
  4%	-3%	91*	-22%	95%[activator]	41*	114%[activator]
> CCCC(=O)NCCc1cc2ccc(OC)cc2[nH]c1=O
  5%	-1%	-3	-12%	-17%	-1	u
> COCCCn1ccc(O)c(Cc2ccc(F)cc2)c1=O
  9%	3%	-13	-6%	u	-2	10%
> COC(=O)c1cc([N+](=O)[O-])ccc1N1CCN(Cc2ccccc2)CC1
  -2%	2%	-6	1%	u	-4	48%[activator]
> Cc1ccc(CNC(=O)C2CCC(=O)N(CCCN3CCOCC3)C2)cc1 (stereo not drawn)
  -10%	5%	11	25%	133%[activator]	6	u
> COc1ccccc1C(=O)O/N=C1/CCCc2c1ccc(OC)c2[N+](=O)[O-]
  -6%	1%	-17	-10%	2%	-3	46%[activator]
> CN(C)CCCn1c(=O)n(CCc2ccccc2)c(=O)c2c3c(sc21)CCCCC3
  1%	-1%	-11	13%	u	-4	u
> [O-]/C(=C(\C(=S)NCc1ccccc1)[n+]1ccccc1)c1ccc(Cl)cc1
  7%	1%	54	-32%	-22%	0	u
> Cc1cc(=O)nc2c3ccccc3n(CC(=O)NCCCN3CCCC3=O)n12
  3%	-7%	-2	14%	18%	-2	u
> Cc1ccc(C(=O)c2nocc2C(=O)c2cccs2)cc1
  -2%	4%	10	-8%	85%[activator]	8	x
> COc1ccc(C(=O)N2CC(=O)Nc3ccccc32)cc1S(=O)(=O)N1CCCC1
  -1%	15%	5	-1%	261%[activator]	-1	2%
> Cc1cc(C(=O)COc2ccc(F)cc2Br)c(C)n1C
  -2%	2%	63	-15%	-16%	30*	-6%
> C=CCn1c(SCC(=O)N2CCOCC2)nc2ccccc2c1=O
  4%	6%	0	4%	-20%	6	u
> COc1ccc(CCNC(=O)c2cc3c(=O)n4ccccc4nc3n(Cc3ccco3)c2=N)cc1OC
  5%	-7%	18	15%	-6%	15*	-102%

Compound profiles (already shown):
Cc1ccccc1CSc1nsc(N)n1 is entered as Tb PYK inh = 5%; LmPK inhibitor = -1%; Shiga toxin inh = 26; AmpC no deterg = -29%; Pf growth 48h = 3%; CHX counter = 13; Pf growth 96h = 6%
CCCC(=O)NCCc1cc2ccc(OC)cc2[nH]c1=O is entered as Tb PYK inh = 5%; LmPK inhibitor = -1%; Shiga toxin inh = -3; AmpC no deterg = -12%; Pf growth 48h = -17%; CHX counter = -1; Pf growth 96h = u

(further entries)
Values run as follows: Tb PYK inh	LmPK inhibitor	Shiga toxin inh	AmpC no deterg	Pf growth 48h	CHX counter	Pf growth 96h
> CCn1cc(C(=O)N2CCc3ccccc32)c(=O)c2cc(S(=O)(=O)N3CC(C)CC(C)C3)ccc21 (stereo not drawn)
  -7%	1%	-10	96%[activator]	u	-4	u
> CC1CCc2sc3ncnc(N4CCN(CCO)CC4)c3c2C1 (stereo not drawn)
  -2%	2%	x	74%[activator]	-5%	-6	u
> O=C(CN1CCN(S(=O)(=O)c2ccc3ccccc3c2)CC1)Nc1ccc(N2CCOCC2)cc1
  4%	2%	-18	210%[activator]	u	-1	u
> O=C(CCCNC(=O)c1ccc(Cl)cc1)Nc1cccc(F)c1
  -1%	0%	20	20%	23%	5	u
> CCOc1ccc(NC(=O)CN2CCN(C(=O)C3CCCO3)CC2)cc1 (stereo not drawn)
  1%	-7%	-13	-3%	7%	-4	u
> O=C(COc1ccccc1)NNc1nc2ccccc2s1
  1%	-2%	63*	-50%	25%	34*	29%
> COc1ccc(N2CCN(S(=O)(=O)c3cc(Br)cnc3N)CC2)cc1
  -2%	3%	-7	-20%	0%	-2	1%
> O=C(COC(=O)CCCc1nc2ccccc2s1)Nc1ncc(Cl)cc1Cl
  0%	5%	13	6%	6%	-3	32%[activator]
> S=C(NCc1cccnc1)NCc1cccnc1
  -2%	9%	2	-16%	-7%	-10	10µM*
> C[C@H]1CN=C(N(C)C)N1CCC1CCCC1
  2%	x	x	-4%	u	x	u
> O=C(NCC(=O)N(c1ccc(F)cc1)C(C(=O)NC1CCCC1)c1cccnc1)c1ccco1 (stereo not drawn)
  -8%	0%	25	14%	8%	-2	u
> COC(=O)c1ccc2c(c1)N(Cc1nc(-c3cccc(C)c3)oc1C)C(=O)C1CCCN21 (stereo not drawn)
  x	-4%	-4	34%	x	2	u
> Cc1csc(C)[n+]1CC(=O)c1ccccc1
  28%	-2%	x	-11%	u	-1	6.6µM*
> COc1cc2c(cc1OC)/C(=C/c1ccc(Br)cc1)C(=O)OC2
  2%	5%	-4	22%	-26%	-7	u
> COc1ccc(S(=O)(=O)NC2(C(F)(F)F)N=C(c3ccccc3)NC2=O)cc1 (stereo not drawn)
  -21%	0%	-23	-11%	6%	-3	-29%
> O=C(c1ccco1)N1CCN(C(=O)c2cnn(-c3cccc(F)c3)c2C2CCNCC2)CC1
  0%&-3%	-4%	-7	24%	-7%	15	u
> CCN(C(=O)Cn1c(=O)n(-c2cc(OC)c(OC)c(OC)c2)c(=O)c2ccccc21)c1cccc(C)c1
  5%	2%	-2	-12%	-20%	-1	-28%
> COC(=O)c1sc(NC(=O)C(C)C)c(C(=O)OC)c1C
  3%	-1%	16	1%	9%	40*	u
> CN(C)CCN(C(=O)C1CCN(S(=O)(=O)c2cccs2)CC1)c1nc2ccc(F)cc2s1
  4%	x	x	-4%	59%[activator]	x	26%
> Cc1ccc2nc(=O)c(NNc3ccccc3)cnc2c1
  -5%	-3%	21	-50%	186%[activator]	23*	219%[activator]
> CCCCN(c1ccccc1)c1ncnc(N)c1[N+](=O)[O-]
  -13%	3%	-16	-1%	0%	-2	72%[activator]
> Cc1ccc(-c2nn(-c3ccc(F)cc3)cc2C(=O)NC2CCC(O)CC2)cc1 (stereo not drawn)
  -2%	x	x	28%	-12%	x	33%[activator]
> CC(=O)c1c(C)[nH]c(C(=O)N2CCN(c3ncccn3)CC2)c1C
  -1%	1%	12	3%	x	-2	u
> CCCN(CCC)c1nc2ccccc2n2c(C)nnc12
  1%	-1%	-5	63%[activator]	0%	-2	-22%[5.75 µM]
> O=C(Oc1cccc(C(=O)N2CCOCC2)c1)c1ccc(Br)cc1
  1%	0%	-9	-3%	-3%	-3	x
> O=C(c1ccc(Cl)cc1[N+](=O)[O-])N1CCc2ccccc2C1
  32%	5%	-9	-19%	23%	-2	44%[activator]

Part of the list above with just Tb PYK inh, LmPK inhibitor and Pf growth 96h:
smiles	Tb PYK inh	LmPK inhibitor	Pf growth 96h
O=C(CCCNC(=O)c1ccc(Cl)cc1)Nc1cccc(F)c1	-1%	0%	u
CCOc1ccc(NC(=O)CN2CCN(C(=O)C3CCCO3)CC2)cc1 (stereo not drawn)	1%	-7%	u
O=C(COc1ccccc1)NNc1nc2ccccc2s1	1%	-2%	29%
COc1ccc(N2CCN(S(=O)(=O)c3cc(Br)cnc3N)CC2)cc1	-2%	3%	1%

Taken from above (4 entries):
Values run as follows: Tb PYK inh	LmPK inhibitor	Shiga toxin inh	AmpC no deterg	Pf growth 48h	CHX counter	Pf growth 96h
> Cc1ccccc1CSc1nsc(N)n1
  5%	-1%	26	-29%	3%	13	6%
> CC(C)n1cnc2c(oc3ccccc32)c1=O
  11%	-3%	67*	-15%	64%[activator]	32*	21%
> CC1(C)NC(=O)N(CC(O)COc2ccc(-c3ccccc3)cc2)C1=O (stereo not drawn)
  -8%	-1%	11	22%	16%	5	25%
> CCOc1ccc(NC(=O)NCCCSC2CCCCC2)cc1
  -4%	4%	-8	-15%	-6%	-3	u
